Compound activity deposited in PubChem BioAssay by National Center for Advancing Translational Sciences (NCATS).
Rhodamine autofl – compound fluoresces in the rhodamine spectral region; Rhodamine-region fluorescence, 547/598 nm, Tris buffer; stronger effect = higher value; 59,000 tested, 0.05% active; max dye-equivalent concentration, M; AID 594; in the data active means max dye-equivalent concentration above about 11 nM; inconclusive means between about 1.1 nM and that limit
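A six-point rhodamine series on each plate calibrates the signal. Compounds sit in 100 mM Tris (pH 8.0) for 15 min at ambient temperature before imaging through 547 nm/598 nm filters.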
ALOX15 inhib – blocks human 15-lipoxygenase activity; Potency, µM (highest dose often 57.1 µM), inactives show at the top dose activity change, negative = inhibition, usual class: inhibitors; P16050; purified 15hLO-1, xylenol orange hydroperoxide absorbance; 74,000 tested, 1.4% active; further: potency means the concentration at half of the fitted maximal effect; on the % scale 0 is the no-effect control and ±100 the full control effect; nearly all actives have a fitted effect of over 55% in size
Target sequence (P16050 whole entry, looked up): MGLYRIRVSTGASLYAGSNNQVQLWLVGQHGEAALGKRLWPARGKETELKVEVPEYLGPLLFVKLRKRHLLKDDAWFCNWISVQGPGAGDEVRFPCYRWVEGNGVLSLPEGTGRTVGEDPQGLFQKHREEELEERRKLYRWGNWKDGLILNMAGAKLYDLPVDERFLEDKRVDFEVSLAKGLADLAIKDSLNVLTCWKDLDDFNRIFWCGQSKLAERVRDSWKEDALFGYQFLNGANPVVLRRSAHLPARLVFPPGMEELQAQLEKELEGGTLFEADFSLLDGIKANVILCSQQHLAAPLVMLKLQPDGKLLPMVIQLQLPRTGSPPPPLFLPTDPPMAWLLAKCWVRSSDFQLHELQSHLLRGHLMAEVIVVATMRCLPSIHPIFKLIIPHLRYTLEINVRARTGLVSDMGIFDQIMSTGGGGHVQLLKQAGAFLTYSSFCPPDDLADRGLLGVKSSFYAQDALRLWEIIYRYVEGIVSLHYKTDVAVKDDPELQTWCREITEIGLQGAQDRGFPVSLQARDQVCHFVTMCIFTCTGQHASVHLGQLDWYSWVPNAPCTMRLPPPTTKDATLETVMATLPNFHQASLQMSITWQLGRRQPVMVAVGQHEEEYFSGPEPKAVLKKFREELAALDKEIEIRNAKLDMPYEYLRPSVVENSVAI
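Readout: Fe(III)-xylenol orange absorbance, 573-to-405 nm ratio as reaction progress. Enzyme 40 nM purified human 15hLO-1, substrate 50 uM arachidonic acid, 6 min RT after 15 min compound preincubation; Hepes pH 7.5 buffer with Triton X-100.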
TexasRed autofl – Texas Red region autofluorescence. Compound fluorescence, Texas Red channel, 547/618 nm; stronger effect = higher value. max dye-equivalent concentration, M. 59,000 tested, 0.06% active; in the data active means max dye-equivalent concentration above about 10 nM; inconclusive means between about 1.1 nM and that limit
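Dye-equivalent concentrations come from scaling compound signal (ex 547, em 618 nm) to six Texas Red standard concentrations run on every plate, after 15 min room-temperature incubation in pH 8.0 Tris (100 mM).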
ERK AVP block – inhibitors of vasopressin-stimulated ERK signaling pathway; HEK293-V1b, vasopressin-stimulated pERK AlphaScreen; Potency, µM (series often up to 57.5 µM), without a hit: at the top dose activity, negative = inhibition, actives largely listed as inhibitors; 72,000 tested, 0.99% active; further: potency means the concentration at half of the fitted maximal effect; on the % scale 0 is the no-effect control and ±100 the full control effect; nearly all actives have a fitted effect of over 55% in size
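HEK293 cells stably expressing V1b receptor, preincubated 30 min at 37 °C with compound, then stimulated 5 min with 25 nM vasopressin. Phospho-ERK by AlphaScreen SureFire after 5 h RT; normalized to DMSO and vasopressin; AC50 by Hill fit.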
FLuc inh – inhibitors of firefly luciferase. 72,000 tested, 2.2% active. Potency, µM (top dose mostly 57.1 µM), for the others: at the top dose activity change, negative = inhibition, actives largely listed as inhibitors. P08659. purified firefly luciferase, luminescence, 8 min; further: potency means the concentration at half of the fitted maximal effect; on the % scale 0 is the no-effect control and ±100 the full control effect; nearly all actives have a fitted effect of over 40% in size
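qHTS concentration-response profiling: light output of P. pyralis luciferase with luciferin and 10 uM ATP, imidazole buffer pH 7.2. Read by luminescence after 8-min room-temperature incubation.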
Numbers without * were called inactive; i = inactive; ? = inconclusive; · = not tested or not shown; [ ] = another dose, or the depositor's remark. Unless noted, the call rests on the fitted dose curve; in most records, active means well fitted curve in the direction sought with a large enough effect; inconclusive means small, poorly fitted or top-dose-only effect, or another doubt; inactive means no such curve, though single readings can be large; an effect the other way counts as inactive or inconclusive.

1. COc1cc2nc(N3CCN(C(=O)C4COc5ccccc5O4)CC3)nc(N)c2cc1OC (centres undefined)
2. C[C@]12CC[C@H]3[C@@H](CCC4=CC(=O)CC[C@@]43C)[C@@H]1CC[C@@H]2C(=O)CO
3. O=c1cc(-c2ccc(O)cc2)oc2cc(O)ccc12
4. CCCCCC(=O)O[C@@]1(C(C)=O)CCC2C3CCC4=CC(=O)CC[C@@]4(C)C3CC[C@]21C (some centres undefined)
5. COc1ccc(-c2cc(=O)c3c(O)cc(O[C@H]4OC(COC5OC(C)C(O)C(O)[C@H]5O)C(O)C(O)C4O)cc3o2)cc1O (some centres undefined)
6. C[C@H]1[C@H](C)CC[C@]2(C(=O)O)CC[C@]3(C)C(=CCC4[C@@]5(C)C[C@@H](O)[C@H](O)[C@@](C)(CO)[C@@H]5CC[C@]43C)[C@H]12 (some centres undefined)
7. CC(=O)NCCCCCC(=O)O
8. C=CC(C)(O)CC/C=C(\C)CCC=C(C)C (centres undefined)

| assay / entry | 1 | 2 | 3 | 4 | 5 | 6 | 7 | 8 |
| --- | --- | --- | --- | --- | --- | --- | --- | --- |
| Rhodamine autofl | i | i | · | · | · | · | · | · |
| ALOX15 inhib | · | · | -19% | -8% | -19% | -5%[25.6 µM] | -10% | 13µM* |
| TexasRed autofl | i | i | · | · | · | · | · | · |
| ERK AVP block | · | · | ? | 6% | -18% | -16% | 19% | 12% |
| FLuc inh | -2%[25.5 µM] | -1%[25.5 µM] | · | · | · | · | · | · |

9. CCCC(NC(C)C(=O)N1C(C(=O)O)CC2CCCCC21)C(=O)OCC (centres undefined)
10. Cc1onc(-c2ccccc2Cl)c1C(=O)NC1C(=O)N2C1SC(C)(C)C2C(=O)O (centres undefined)
11. C=CCSCC=C
12. Cc1coc2c1C(=O)C(=O)c1c-2ccc2c1CCCC2(C)C

| assay / entry | 9 | 10 | 11 | 12 |
| --- | --- | --- | --- | --- |
| Rhodamine autofl | · | · | · | · |
| ALOX15 inhib | 0% | 1% | -2% | -26% |
| TexasRed autofl | · | · | · | · |
| ERK AVP block | 14% | -10% | 24% | -21% |
| FLuc inh | · | · | · | · |

A second format for 8 compounds above:
item	Compound	Rhodamine autofl	ALOX15 inhib	TexasRed autofl	ERK AVP block	FLuc inh
5	COc1ccc(-c2cc(=O)c3c(O)cc(O[C@H]4OC(COC5OC(C)C(O)C(O)[C@H]5O)C(O)C(O)C4O)cc3o2)cc1O (some centres undefined)	·	-19%	·	-18%	·
6	C[C@H]1[C@H](C)CC[C@]2(C(=O)O)CC[C@]3(C)C(=CCC4[C@@]5(C)C[C@@H](O)[C@H](O)[C@@](C)(CO)[C@@H]5CC[C@]43C)[C@H]12 (some centres undefined)	·	-5%[25.6 µM]	·	-16%	·
7	CC(=O)NCCCCCC(=O)O	·	-10%	·	19%	·
8	C=CC(C)(O)CC/C=C(\C)CCC=C(C)C (centres undefined)	·	13µM*	·	12%	·
9	CCCC(NC(C)C(=O)N1C(C(=O)O)CC2CCCCC21)C(=O)OCC (centres undefined)	·	0%	·	14%	·
10	Cc1onc(-c2ccccc2Cl)c1C(=O)NC1C(=O)N2C1SC(C)(C)C2C(=O)O (centres undefined)	·	1%	·	-10%	·
11	C=CCSCC=C	·	-2%	·	24%	·
12	Cc1coc2c1C(=O)C(=O)c1c-2ccc2c1CCCC2(C)C	·	-26%	·	-21%	·

A portion of the library. The share of hits here may be higher or lower than overall.
